GPR55 LPI antagonism: GPR55 antagonists blocking LPI-driven arrestin recruitment, primary screen, imaging, U2OS, beta-arrestin-GFP, LPI agonist (AID 2013) | G-protein coupled receptor 55 (Homo sapiens) | U2OS GPR55 beta-arrestin-GFP translocation imaging, LPI antagonism; higher % means a stronger effect | inhibition, % at 10 µM; hits with a dose series show IC50 in µM | actives 0.13% (n = 290,000);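 active = spots per cell inhibited over 60%, with over 100 cells counted and total cytoplasm intensity under 500,000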;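 note: U2OS cells stably carrying GPR55 and arrestin-GFP stimulated by 5 µM LPI near EC80; imaged beta-arrestin-GFP aggregate spots per cell after agonist stimulation; plate controls were LPI-stimulated DMSO wells for no effect and DMSO wells without LPI for full effect; some results filed as inactive read as strong as hits; confirmed hits need IC50 under 10 µM and bright autofluorescent wells are also inconclusive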
NTR1 ag: agonists of NTR1, primary screen, imaging, U2OS cells, beta-arrestin-GFP, high content (AID 493036). activation, % at 20 µM. actives 0.17% (n = 330,000). NTR1-U2OS beta-arrestin-GFP spot imaging, agonist mode. Neurotensin receptor type 1 (Homo sapiens), P30989;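 active = activation at or above 40% of the spot to cytoplasm intensity ratio, with at least 20 cells analyzed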;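 note: 0% = DMSO without peptide and 100% = 100 nM NTR1 peptide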
Target sequence (P30989 whole entry, looked up): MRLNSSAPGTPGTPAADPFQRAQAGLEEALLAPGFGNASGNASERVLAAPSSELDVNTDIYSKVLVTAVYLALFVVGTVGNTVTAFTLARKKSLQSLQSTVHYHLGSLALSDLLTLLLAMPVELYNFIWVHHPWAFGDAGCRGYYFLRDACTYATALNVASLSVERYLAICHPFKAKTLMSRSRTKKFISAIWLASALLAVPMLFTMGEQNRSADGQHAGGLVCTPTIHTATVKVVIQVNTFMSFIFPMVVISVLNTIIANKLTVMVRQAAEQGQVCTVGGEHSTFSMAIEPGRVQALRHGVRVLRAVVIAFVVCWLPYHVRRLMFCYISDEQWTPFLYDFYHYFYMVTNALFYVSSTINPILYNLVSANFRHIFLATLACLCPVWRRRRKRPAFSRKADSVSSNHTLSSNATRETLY
PhoP inhibition: inhibitors of PhoP regulon expression, primary screen, Salmonella Typhimurium, GFP reporter (AID 1863) | S. Typhimurium PhoP-regulated promoter GFP reporter, 4 h; higher % means a stronger effect | inhibition, % at 50 µM; hits with a dose series show IC50 in µM | actives 0.16% (n = 300,000);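 active = inhibition over 29.93%, a cutoff 3 SD above the screen mean, later confirmed by dose response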;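 note: 0% = low Mg2+ inducing control and 100% = high Mg2+ repressing control; strong numbers were not always called active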
T cell HTS: modulators of CD8 T cell-vesicle binding, primary screen, mouse 2C CD8+ T cells, flow cytometry | calls only at 7 µM | AID 2052, 2009 | actives 0.068% (n = 330,000) | 2C CD8+ T cell-vesicle binding; stronger effect = lower value;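 active = response, share of CD8 T cells binding vesicles, and their 90th percentile fluorescence all below set limits, cut at about 80% in these data, passing the limit was not always enough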
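Assay system: 2C TCR transgenic mouse naive CD8+ T cells, MACS-purified | Read-out: CD8+ gate FL2 mean fluorescence as % of same-row positive control | Signal: High-throughput flow cytometry with anti-B7-1 and anti-CD8 staining | Timing: Binding step 1.5 h, 37 °C, antibody labelling 20 min, ice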
GPR55 beta-arrestin: GPR55 agonists via beta-arrestin recruitment, primary screen, imaging, U2OS cells, beta-arrestin-GFP redistribution (AID 1961) | one-dose activation, % at 10 µM; EC50 in µM for titrated hits | actives 0.048% (n = 290,000) | U2OS GPR55 beta-arrestin-GFP redistribution imaging; higher % means a stronger effect;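 active = activation above 40% with more than 50 cells counted in the well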;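 note: U2OS osteosarcoma cells stably expressing GPR55 and beta-arrestin-GFP; plate controls were DMSO negative control for no effect and LPI positive control for full effect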
West Nile antiviral: West Nile virus antiviral activity, cell-based, CPE readout (AID 1621); CPE inhibition, % at 10 µM, or IC50 in µM where a hit was titrated; West Nile virus-infected cells, CPE inhibition; higher % means a stronger effect; actives 0.02% (n = 290,000); in the data active = a potency from the dose series; note: strong numbers were not always called active
GPR35 antagonists: GPR35 antagonists blocking zaprinast-driven arrestin recruitment, primary screen, imaging, U2OS, beta-arrestin-GFP, zaprinast agonist (AID 2058); U2OS GPR35 beta-arrestin-GFP translocation imaging, zaprinast antagonism; higher % means a stronger effect; G-protein coupled receptor 35 (Homo sapiens); actives 0.052% (n = 290,000); inhibition, % at 10 µM, or IC50 in µM where a hit was titrated;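 active = inhibition of at least 50% with at least 30 cells and total cytoplasm GFP at most 10,000,000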
T cell HTS vesicle-bound %: recorded beside T cell HTS, whose call it bears; double positive events, %; measured here: CD8+ vesicle-bound cell fraction;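 binding gate set so that unloaded-vesicle control wells show 10% double positive cells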
NTR1 ag cell count 20 µM: second read-out of NTR1 ag, no call of its own (marks repeat the call); cell count; measured here: cell count, cytotoxicity flag
* hit, by the source's call; i = inactive; x = no result given.

SMILES	GPR55 LPI antagonism	NTR1 ag	NTR1 ag cell count 20 µM	PhoP inhibition	T cell HTS	GPR55 beta-arrestin	West Nile antiviral	GPR35 antagonists	others
COC(=O)c1sc2nc(N3CCCCC3)c3c(c2c1N)CC(C)(C)N(C)C3	x	x	x	x	x	x	-0.1%	x
CC(Sc1n[nH]c(-c2cccs2)n1)C(=O)Nc1ccccc1F (stereo not drawn)	x	x	x	x	i	x	x	x	T cell HTS vesicle-bound %=44.1
CCOC(=O)c1c(NC(=O)COC(=O)c2nccnc2N)sc2c1CCC2	x	x	x	x	i	x	x	x	T cell HTS vesicle-bound %=33.9
Cc1cccc(-n2c(Cc3cc(=O)[nH]c(=O)[nH]3)nnc2SCC(=O)NCc2ccco2)c1	x	x	x	x	i	x	x	x	T cell HTS vesicle-bound %=28.1
CCCOc1ccc(C(F)(F)F)cc1NC(=O)CN1C(=O)C(=O)N(CC)C1=O	x	x	x	x	i	x	x	x	T cell HTS vesicle-bound %=31.8
Oc1oc(-c2cccc3ccccc23)nc1C=NCc1ccccc1	x	x	x	4.1%	x	x	0.4%	x
O=C(OC[C@H]1O[C@@H](OC(=O)c2cc(O)c(O)c(OC(=O)c3cc(O)c(O)c(O)c3)c2)[C@H](OC(=O)c2cc(O)c(O)c(OC(=O)c3cc(O)c(O)c(O)c3)c2)[C@@H](OC(=O)c2cc(O)c(O)c(OC(=O)c3cc(O)c(O)c(O)c3)c2)[C@@H]1OC(=O)c1cc(O)c(O)c(OC(=O)c2cc(O)c(O)c(O)c2)c1)c1cc(O)c(O)c(OC(=O)c2cc(O)c(O)c(O)c2)c1	x	x	x	8.7%	i	x	x	x	T cell HTS vesicle-bound %=23.7
CCOc1ccccc1NC(=O)CSc1n[nH]c(=O)n1-c1ccccc1	x	x	x	-6.2%	i	x	x	x	T cell HTS vesicle-bound %=60.9
Cc1cccc(C(=O)NC(=S)Nc2c(C)n(C)n(-c3ccccc3)c2=O)c1	x	x	x	-5.3%	i	x	-0.3%	x	T cell HTS vesicle-bound %=63.5
O=C(Cc1ccc(Cl)cc1)NCCc1c[nH]c2ccccc12	x	x	x	-0.2%	i	x	-0.7%	x	T cell HTS vesicle-bound %=63.4
Cc1cccc(C)c1NC(=O)CN1CCc2ccccc2C1	x	x	x	-2.3%	i	x	-1.0%	x	T cell HTS vesicle-bound %=59.9
CNC(CC(C)C)C(=O)NC1C(=O)NC(CC(N)=O)C(=O)NC2C(=O)NC3C(=O)NC(C(=O)NC(C(=O)O)c4cc(O)cc(O)c4-c4cc3ccc4O)C(O)c3ccc(c(Cl)c3)Oc3cc2cc(c3OC2OC(CO)C(O)C(O)C2OC2CC(C)(N)C(O)C(C)O2)Oc2ccc(cc2Cl)C1O (stereo not drawn)	x	x	x	-3.6%	i	x	0.0%	x	T cell HTS vesicle-bound %=66.2
CC(C)(C)C(=O)Nc1ccc(Cc2ccncc2)cc1	x	x	x	-5.4%	i	x	-1.2%	x	T cell HTS vesicle-bound %=75.3
CC1CN(CC(=O)Nc2nc(-c3ccc(Cl)cc3)cs2)CC(C)O1 (stereo not drawn)	x	x	x	-6.8%	i	x	-1.5%	x	T cell HTS vesicle-bound %=59.1
CCOC(=O)Cn1c(=O)c2c(nc3n2CCN3c2ccc(C)cc2)n(C)c1=O	12.1%	x	x	x	x	-0.1%	x	-5.5%
CCOC(=O)C1=CNS(=O)(=O)NC1c1ccc(C[C@H](NC(=O)CNC(=O)CCc2ccccc2)C(N)=O)cc1 (stereo partly drawn)	x	0.8	68	x	x	x	x	x
Cc1nnc(NC(=O)c2ccc(N3CCCC3=O)cc2)s1	x	-0.9	60	x	x	x	x	x
O=C1OCCN1C(=O)[C@H]1[C@H](c2ccc([N+](=O)[O-])cc2)C(c2cccc(Cl)c2)=NN1c1ccc(Br)cc1	x	1.6	41	x	x	x	x	x
Nc1ccccc1C(=O)N1O[C@@H]2C=C[C@H]1C2	x	2.6	61	x	x	x	x	x
COC(=O)[C@@]1(C)[C@H]2C(=O)N(Cc3ccccc3)C(=O)[C@H]2[C@H]2CN=C(SCc3ccc(Cl)cc3)N21	x	6.0	62	x	x	x	x	x
O=C(COc1ccc(-n2cnnn2)cc1)Nc1cc(Cl)cc(Cl)c1	x	-0.4	69	x	x	x	x	x
CCN(Cc1nc2cc(Cl)ccc2c(=O)[nH]1)C(=O)c1cc2c(s1)CCCCC2	x	3.0	59	x	x	x	x	x
Cc1cccc(-n2ccnc2SCC(=O)Nc2cccc(S(=O)(=O)NC3=NCCC3)c2)c1C	x	-0.3	68	x	x	x	x	x
Cc1c(NC(=O)c2cccc(NC(=O)COc3ccccc3C#N)c2)c(=O)n(-c2ccccc2)n1C	x	1.1	56	x	x	x	x	x
O=C(CSc1nnc(COc2ccc(Cl)cc2)n1Cc1ccco1)N1CCNC1=O	x	0.4	68	x	x	x	x	x
CC(C)[C@H]1COCCS(=O)(=O)N1Cc1ccccc1-c1cccc(Cl)c1	x	9.7	69	x	x	x	x	x
Cc1ccc(C(=O)NCCCn2ccnc2)cc1C	x	-0.6	44	x	x	x	x	x
O=C(CN1CCN(C(=O)C2CC2)CC1)Nc1ccc(Cl)cc1F	x	-0.7	62	x	x	x	x	x
Cc1ccc(N2CC(C(=O)OCC(=O)Nc3cccc(Cl)c3C)CC2=O)cc1 (stereo not drawn)	x	0.9	68	x	x	x	x	x
NC(=O)C1CCCN(C(=O)CNC(=O)C23CC4CC(CC(C4)C2)C3)C1 (stereo not drawn)	x	1.0	57	x	x	x	x	x
CC(=O)Nc1ccc(-c2c(C)cc3oc(=O)cc(-c4ccccc4)c3c2C)cc1	x	5.2	51	x	x	x	x	x
CN=C1N(C)C[C@@H]2[C@@H]3C(=O)N(Cc4ccccc4)C(=O)[C@@H]3[C@](Cc3ccccc3)(C(=O)OC)N12	x	3.6	67	x	x	x	x	x
CC(=O)c1c(C)[nH]c(C(=O)OCC(=O)Nc2c(C)n(C)n(-c3ccccc3)c2=O)c1C	x	-0.1	46	x	x	x	x	x
CC(OC(=O)c1cccc(S(=O)(=O)N2CCCCC2)c1)C(=O)NCC1CCCCC1 (stereo not drawn)	x	-0.6	58	x	x	x	x	x
COCC(=O)N[C@@H]1c2ccccc2CC[C@@H]1OCc1ccccc1	x	0.7	70	x	x	x	x	x
Cc1ccc(S(=O)(=O)N2CCCCC2)cc1NC(=O)c1cccnc1	x	2.2	61	x	x	x	x	x
O=C(c1ccc(OCC2CCCO2)cc1)N1CCN(S(=O)(=O)c2cccc(F)c2)CC1 (stereo not drawn)	x	1.5	54	x	x	x	x	x
COc1cc(CNC(=O)c2cc(C(=O)NCc3cc(OC)cc(OC)c3)n(C)n2)cc(OC)c1	x	0.7	59	x	x	x	x	x
CC[C@]12c3[nH]c4cc(-c5ccco5)ccc4c3CCN1C(=O)[C@@H](CC(=O)NCc1cccc(C(F)(F)F)c1)C[C@@H]2C(=O)N1CCN(C(=O)C2CC2)CC1	x	2.7	49	x	x	x	x	x
CCOc1ccc(NC(=O)COC(=O)c2ccc3ncsc3c2)cc1OCC	x	0.1	62	x	x	x	x	x

Among those listed so far, these have a thiophene ring, fused or not.
SMILES	GPR55 LPI antagonism	NTR1 ag	NTR1 ag cell count 20 µM	PhoP inhibition	T cell HTS	GPR55 beta-arrestin	West Nile antiviral	GPR35 antagonists	others
COC(=O)c1sc2nc(N3CCCCC3)c3c(c2c1N)CC(C)(C)N(C)C3	x	x	x	x	x	x	-0.1%	x
CC(Sc1n[nH]c(-c2cccs2)n1)C(=O)Nc1ccccc1F (stereo not drawn)	x	x	x	x	i	x	x	x	T cell HTS vesicle-bound %=44.1
CCOC(=O)c1c(NC(=O)COC(=O)c2nccnc2N)sc2c1CCC2	x	x	x	x	i	x	x	x	T cell HTS vesicle-bound %=33.9
CCN(Cc1nc2cc(Cl)ccc2c(=O)[nH]1)C(=O)c1cc2c(s1)CCCCC2	x	3.0	59	x	x	x	x	x

Next compounds follow:
SMILES	GPR55 LPI antagonism	NTR1 ag	NTR1 ag cell count 20 µM	PhoP inhibition	T cell HTS	GPR55 beta-arrestin	West Nile antiviral	GPR35 antagonists	others
O=C(C[C@H]1C[C@H](C(=O)N2CCCCC2)[C@@]2(CCc3ccccc3)c3[nH]c4cc(-c5ccco5)ccc4c3CCN2C1=O)NCCC1=CCCCC1	x	3.3	68	x	x	x	x	x
O=C(NCCC(=O)N(Cc1ccco1)Cc1cccs1)c1ccc([N+](=O)[O-])cc1	x	-0.9	57	x	x	x	x	x
N#Cc1ccc(OCC(=O)OCC(=O)c2ccc[nH]2)cc1	x	0.1	67	x	x	x	x	x
Cc1cc(C(=O)COC(=O)c2ccc(O)cc2O)c(C)n1-c1ccc(OC(F)F)cc1	x	3.7	87	x	x	x	x	x
CC[C@]12c3[nH]c4cc(-c5ccco5)ccc4c3CCN1C(=O)[C@@H](CC(=O)NCCC1=CCCCC1)C[C@@H]2C(=O)N1CCN(C(=O)C2CC2)CC1	x	1.9	46	x	x	x	x	x
CC[C@]12c3[nH]c4ccc(OC)cc4c3CCN1C(=O)C(CC(=O)NCCCN(C)C)C[C@@H]2C(=O)N1CCN(C(=O)c2ccco2)CC1 (stereo partly drawn)	x	-0.2	52	x	x	x	x	x
COc1ccc(Cl)cc1NC(=O)COC(=O)CCNS(=O)(=O)c1cccs1	x	1.3	59	x	x	x	x	x
COC(=O)c1cccc(NC(=O)C2CCCN2C(=O)c2cccs2)c1 (stereo not drawn)	x	0.2	58	x	x	x	x	x
Cc1cccc(OC(C)C(=O)Nc2nc(-c3ccncc3)cs2)c1 (stereo not drawn)	x	-0.5	67	x	x	x	x	x
COc1ccc(C(=O)COC(=O)CCN2C(=O)C3CC=CCC3C2=O)c(OC)c1 (stereo not drawn)	x	1.9	56	x	x	x	x	x
O=C(Nc1cccc(Cl)c1)C1CCCN(C2=NS(=O)(=O)c3ccccc32)C1 (stereo not drawn)	x	-0.6	47	x	x	x	x	x

Three records picked at random from the list so far, as already listed:
SMILES	GPR55 LPI antagonism	NTR1 ag	NTR1 ag cell count 20 µM	PhoP inhibition	T cell HTS	GPR55 beta-arrestin	West Nile antiviral	GPR35 antagonists	others
Cc1cccc(C)c1NC(=O)CN1CCc2ccccc2C1	x	x	x	-2.3%	i	x	-1.0%	x	T cell HTS vesicle-bound %=59.9
CC(Sc1n[nH]c(-c2cccs2)n1)C(=O)Nc1ccccc1F (stereo not drawn)	x	x	x	x	i	x	x	x	T cell HTS vesicle-bound %=44.1
O=C(Cc1ccc(Cl)cc1)NCCc1c[nH]c2ccccc12	x	x	x	-0.2%	i	x	-0.7%	x	T cell HTS vesicle-bound %=63.4

This is a subset; the hit share may differ from the screen's.
